High-throughput results from PubChem.
mcGAS MS inh – inhibitors of Mus musculus cyclic GMP-AMP synthase, initial high-throughput assay, cell-free, RapidFire MS. recombinant mouse cGAS, cGAMP by RapidFire MS. inhibition, % at 12.5 µM. 0.18% of 130,000 active. AID 1259397, 2018. Q8C6L5;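 active = inhibition of cGAS enzyme activity at or above 60%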;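 note: enzyme stimulated by 45 bp dsDNA with ATP and GTP substrates; cGAMP share of summed cGAMP plus half ATP and half GTP signals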
Target sequence (Q8C6L5 whole entry, looked up): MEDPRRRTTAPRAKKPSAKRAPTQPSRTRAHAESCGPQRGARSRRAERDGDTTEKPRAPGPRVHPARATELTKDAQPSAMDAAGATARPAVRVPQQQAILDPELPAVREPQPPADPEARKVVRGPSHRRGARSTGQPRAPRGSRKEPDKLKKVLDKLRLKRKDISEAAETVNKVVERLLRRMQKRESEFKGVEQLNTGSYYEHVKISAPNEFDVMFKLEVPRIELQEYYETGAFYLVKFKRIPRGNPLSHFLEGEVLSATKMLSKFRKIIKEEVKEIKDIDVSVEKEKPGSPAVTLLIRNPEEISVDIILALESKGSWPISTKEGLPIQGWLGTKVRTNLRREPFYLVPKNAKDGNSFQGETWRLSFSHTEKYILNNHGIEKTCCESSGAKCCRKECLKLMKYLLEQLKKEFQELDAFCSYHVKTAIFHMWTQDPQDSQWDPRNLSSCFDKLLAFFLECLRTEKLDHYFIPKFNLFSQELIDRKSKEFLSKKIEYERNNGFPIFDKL
The depositor's hits bear a star; & = joins results of further samples. A portion of the library; count on the stated rates, not on these rows.

structure,mcGAS MS inh
CC1CN(c2ccc(/C=C(\C#N)c3nc4ccccc4n3C)o2)CC(C)O1 (centres undefined),-6
c1ccc(CO/N=C2\CC3CC2C2CCCC32)cc1 (centres undefined),-10
CCc1[nH]c2c(CNS(=O)(=O)c3cn(C)c(C)n3)cc(C)cc2c1C,-14
CCC(=O)NC(Nc1ncc(C)s1)(C(F)(F)F)C(F)(F)F,-5
CCCCCCc1c(O)nc(SCCN(C)C)[nH]c1=O,-5
Cn1c(=O)c2c(SCC(=O)Nc3cccc(C(F)(F)F)c3)nc(C3CC3)nc2n(C)c1=O,8
Nc1ccc2[nH]c(=O)c(=O)[nH]c2c1,-4
CCOc1ccc(C2(O)C(C)[N+]3=C(CCC3)N2c2ccc(OC)cc2)cc1 (centres undefined),-9
CN1C(=O)C2C(=NC1c1ccccc1)NC(=S)NC2c1ccccc1 (centres undefined),-8
C=C(C)Cn1c(N2CCN(Cc3ccc(C)cc3)CC2)nc2c1c(=O)[nH]c(=O)n2C,-8
Cc1ccc(C(=O)N(C)C(C)C2CC2)s1 (centres undefined),-7
CCCC(=O)N1CCCC(C(=O)Nc2ccc3ccn(C)c3c2)C1 (centres undefined),-21
O=C(Cc1ccccc1F)NS(=O)(=O)C1CCCC1,-15
CCC(CCNC(=O)C1CC(=O)N(c2ccccc2F)C1)N1CCCC1=O (centres undefined),-4
CC(C)c1nc(C(=O)N2CCCC(N3CCN(c4cccc(Cl)c4)CC3)C2)cs1 (centres undefined),-6&-2
OCCN(Cc1nc(-c2ccc3c(c2)OCO3)no1)Cc1cccs1,-4
Cc1csc(C(NC(=O)N(C)Cc2ccccc2)C2CC2)n1 (centres undefined),-9
O=C(CSc1nc2ccccc2[nH]1)C1CC1,-12
CN1C(=O)N(CCC23CC4CC(CC(C4)C2)C3)C(=O)C12CCCCC2,5
Cc1oc2ncn(C)c(=O)c2c1C(=O)n1ccccc1=NC(C)C,8
COc1ccc(CC(=O)Nc2ccncc2Cl)cc1,-5
COc1ccc(NC(=O)NCC(=O)NC2CCCCC2)c(Cl)c1,-6
Cc1ccccc1CNC(=O)CN1CCCC(N2CCCC2=O)C1 (centres undefined),-19
O=C(Nc1nc(-c2ccc3c(c2)CCC3)cs1)c1ccc(S(=O)(=O)N2CCCCC2)cc1,-5
O=S(=O)(NCC1COc2ccccc2O1)C1=Cc2ccccc2CC1 (centres undefined),-12
COc1ccccc1-n1c(SCC(=O)Nc2cc(C)cc(C)c2)nc2c(c1=O)SCC2,-10
O=C(O)CC1Cn2ncc(-c3ccc(Cl)cc3)c2NC1=O (centres undefined),-1
COc1ccc(OCCCNc2c(F)cc(C#N)cc2F)cc1,-27
CNC(=O)C1CCN(c2nc3ncn(CC(=O)Nc4ccc(F)cc4Cl)c(=O)c3s2)CC1,-11
O=C(NCC1CCS(=O)(=O)C1)C1CC(=O)N(CC2CC2)C1 (centres undefined),-11
COc1ccc(-n2ccnc2C(C)Cc2ccc3c(c2)OCO3)cn1 (centres undefined),-17
O=C(NCCC(=O)N1CCCc2cccc(F)c21)c1ccccc1,1
COc1ccc(S(=O)(=O)NC(=O)c2sccc2C)cc1NC(C)=O,-3
CC(C)(O)C#Cc1ccc(C(=O)NC[C@H]2C[C@H]3C=C[C@H]2C32CC2)o1,-8
CCOC(=O)C1(CC2CCCCO2)CCN(C(=O)/C=C/c2cccs2)CC1 (centres undefined),-5
Cc1cccc(C(=O)Nc2c3c(nn2-c2ccc(C)cc2C)CSC3)c1,-5
Cc1cc(C(=O)NC(C)c2ccc(S(C)(=O)=O)cc2)c2cnn(C(C)C)c2n1 (centres undefined),3
COc1ccc(-c2c(NC(C)=O)n(C)c3ccccc3c2=O)cc1,1
COC(=O)c1cc(Cl)cc(Cl)c1NC(=O)CN1CCN(C(=O)C2CC2)CC1,0
Cc1[nH]ccc1C(=O)NC1CCN(c2c(F)cccc2F)C1=O (centres undefined),-3
COC(=O)[C@@H]1C[C@H](NC(=O)c2ccc(C)c(-n3cccc3)c2)CN1C,-27
c1cncc(CNc2ccc3c(c2)CCC3)c1,-5
Cc1nc(C)c(CC(=O)N2CC[C@@]3(O)CCCC[C@H]3C2)c(=O)[nH]1,-7
COC(=O)c1ccc(CN2CCN(CC3CCCCC3)C(CCO)C2)cc1 (centres undefined),-7&-3
O=C(CN1N=NC2C(=O)N(c3ccc(Br)cc3)C(=O)C21)Nc1ccc2c(c1)OCCO2 (centres undefined),20
CC1(C)OC2c3ccccc3OC3(C)CCC1CC23 (centres undefined),-1
CC1CN(Cc2ccc(F)cc2Cl)C(C)CO1 (centres undefined),-2
CCCNC(=O)N1CCN(c2ccc3c(c2)OCO3)C(=O)C1C (centres undefined),-5
CCN1CCCC(C)(C(=O)Nc2ccc(OC)c(NC(=O)c3ccco3)c2)C1 (centres undefined),-26
Cc1ccc(-c2[nH]ncc2CN(C)CCC2CCCCO2)cc1C (centres undefined),8
CCc1nc(C)c(C(=O)NCCC2=CCCCC2)o1,-23
Cc1ccc(CC2CCCN2Cc2ncc[nH]2)cc1 (centres undefined),-10&-6
CCn1c(CC2CCNCC2)nn(Cc2cc(C(C)C)on2)c1=O,-7
CC(C)c1ccc(C2C3=C(Nc4c2c(=O)n(C)c(=O)n4C)c2ccccc2C3=O)cc1 (centres undefined),0
COC(=O)[C@H]1C[C@@H](O)CCN1C(=O)c1c(-c2ccccc2)noc1C,-12
CN(Cc1ncc[nH]1)Cc1ccccc1CN1CCCC1,-9

Seven neighbouring compounds from above, for reference:
structure,mcGAS MS inh
CC1CN(Cc2ccc(F)cc2Cl)C(C)CO1 (centres undefined),-2
CCCNC(=O)N1CCN(c2ccc3c(c2)OCO3)C(=O)C1C (centres undefined),-5
CCN1CCCC(C)(C(=O)Nc2ccc(OC)c(NC(=O)c3ccco3)c2)C1 (centres undefined),-26
Cc1ccc(-c2[nH]ncc2CN(C)CCC2CCCCO2)cc1C (centres undefined),8
CCc1nc(C)c(C(=O)NCCC2=CCCCC2)o1,-23
Cc1ccc(CC2CCCN2Cc2ncc[nH]2)cc1 (centres undefined),-10&-6
CCn1c(CC2CCNCC2)nn(Cc2cc(C(C)C)on2)c1=O,-7

Following part.
structure,mcGAS MS inh
CC(Cc1ccc2c(c1)OCO2)CN1CCn2c(nnc2C(N)=O)C1 (centres undefined),-3
COc1cc(C(C)=O)ccc1OCC(O)Cn1nc(C)nc1C (centres undefined),-8
Cc1ccnc(N2CCN(c3c4c(c(C#N)c5nc6ccccc6n35)CCC4)CC2)c1,-2
COc1ccccc1CCNC(=O)c1ccccc1N1CCC(NC(=O)Cc2ccccc2)CC1,-3
COC(=O)c1ccc(CN2C(=O)C(C)(C)ON=C2c2ccc(C)cc2)o1,25
COc1ccc(Nc2nc(-c3ccc(C)cc3)cc(=O)[nH]2)cc1,43
CCCC(=O)Nc1c(-c2cccs2)c(=O)c2ccccc2n1C,-1
CCn1nnc2c(=O)n(CC(=O)N(C)c3ccccc3)cnc21,-6
CCn1c(C2CCCN(C(=O)Cc3cnc4ccccn34)C2)nn(C)c1=O (centres undefined),-33
CCNc1ncc(-c2nccn2CCN(C)C)cn1,-16
O=c1nc(-c2cccs2)oc2cc(Cl)ccc12,0
O=C(C#Cc1ccccc1)N1CCCC(N2CCN(Cc3ccc4c(c3)OCO4)CC2)C1 (centres undefined),-4
c1ccc(-c2ccc(OC3CCCCO3)cc2)cc1 (centres undefined),-5
Cc1ccc(-c2nc(C(=O)N3CC(C)OCC3C)cs2)cc1 (centres undefined),-8
O=C(NC1CC1)C(c1ccccc1)N1CCCC1c1ccsc1 (centres undefined),-5
COc1ccc2c3c(cccc13)NN=C2C,-14
CCn1nc(CC(C)C)cc1C(=O)N1Cc2cnn(CCO)c2C1,-14
Cc1[nH]nc(Nc2ccccc2)c1N,-13
CCOC1CC(NC(=O)C(NC(C)=O)C2CCCC2)C12CCC2 (centres undefined),3
CCn1nc(-c2cccc(OC)c2)ccc1=O,-13
Cc1cccc(-n2nc(C)c(CCC(=O)N3CCC4(CCOC4=O)C3)c2C)c1C (centres undefined),-5
COc1ccc(S(=O)(=O)n2nc(C)c(S(=O)(=O)N3CCCCC3)c2C)cc1,-4
COC(=O)c1nsc(Cl)c1Cl,-6
Cc1ccsc1C=NNC(=O)c1cccc([N+](=O)[O-])c1,-5
COc1ncc(Cl)c(NC(C)c2ccccc2C)n1 (centres undefined),-8&13
c1ccc(-c2nc3c(c(N4CCN(CC5CCOC5)CC4)n2)CCC3)cc1 (centres undefined),-1
Cc1cc(CNC(=O)c2ccc(-n3cnnn3)cc2)c2[nH]c(C)c(C)c2c1,6
NCCN1CCN(c2nc(Cc3ccc(Cl)cc3)ns2)CC1,-4
Cc1c(C(=O)N(C)Cc2ccc(F)cc2)sc(=O)n1Cc1ccccn1,-2
COc1c(Br)cc(Cl)cc1S(=O)(=O)NCCc1ccccc1,-15
O=C(O)C/C(=C/c1cc(Cl)c2c(c1)OCCCO2)c1nc2ccccc2o1,6
COc1cccc(-n2cc(CN(C)C(=O)c3cn(CC4CCCO4)nn3)cn2)c1 (centres undefined),0&8
COc1ccccc1CNC(=O)C1(C)CCN1Cc1ccc(OC(C)C)cc1 (centres undefined),-7
CCCCn1c(CN(C)Cc2ccccn2)cnc1S(=O)(=O)CC,6
Cc1ccc2[nH]c(=O)cc(C(=O)NC3CC(=O)N(CC4CCCCC4)C3)c2c1 (centres undefined),-33
COc1ccc(Br)cc1/C=C/C(=O)N(C)CCc1ccc(OC)c(OC)c1,1
COc1ccc(S(=O)(=O)NC(=O)C2(C)CCN2C(=O)C2(c3ccccc3)CCCC2)cc1OC (centres undefined),-10
CC(=O)Nc1ccc2nc(-c3c(-c4ccccc4)ncn3CCCO)ccc2c1,-28
O=C(CS(=O)c1ccccc1[N+](=O)[O-])Oc1ccc(Cl)cc1Cl (centres undefined),-6
CCCCn1c(SCc2ccc(-c3ccccc3C#N)cc2)n[nH]c1=O,-2
O=C(c1cccc(F)c1)N1CCCC(OCc2cccc(C(F)(F)F)c2)C1 (centres undefined),-3
COc1cccc(CN(C)C(=O)c2sc(=O)n(Cc3ccc(C(=O)N(C)C)cc3)c2C)c1,-5
CN(Cc1ccc2nonc2c1)Cc1nc(-c2cccs2)no1,-9
FC(F)(F)c1cc(-c2ccco2)nc(-n2nnc3ccccc32)n1,-13
COc1cccc(-c2ccc(NC(=O)C3CCCN(C(=O)c4cnsn4)C3)cc2)c1 (centres undefined),-1
Brc1ccc(-c2noc(-c3ccco3)n2)cc1,10
Cc1nc(C(=O)N2CCCC(Cn3cc(-c4ccsc4)nn3)C2)cs1 (centres undefined),-16
CCn1c2ccccc2c2nnc(SCC(=O)NC(=O)NC)nc21,-9
Cc1nc(C)c(CC(=O)N2CCCC(CNC(=O)c3ccco3)C2)s1 (centres undefined),-6
COc1cc(-c2nnc(COc3ccc(Cl)cc3Cl)o2)cc(OC)c1OC,-4
CC(C)n1nccc1NC(=O)COC(=O)C1(c2cccc(F)c2)CCCC1,2
CC(C)Cc1nc(CNC(=O)c2cnc(-c3ccccc3)nc2)no1,-15
CC(=O)c1cccc(C2=NOC(C)C(=O)N2Cc2ccc(S(C)(=O)=O)cc2)c1 (centres undefined),-4
CCSC1CCCCN(Cc2nc3ccccc3c(=O)[nH]2)C1 (centres undefined),-6
CC1Cc2ccccc2N1C(=O)c1cnc2c(cnn2C(C)C)c1 (centres undefined),-2
CCOC(=O)c1c(NC(=O)CC2CC3CCC2C3)sc2c1CCC2 (centres undefined),-12

Taken from above.
Result of COc1cc(-c2nnc(COc3ccc(Cl)cc3Cl)o2)cc(OC)c1OC under mcGAS MS inh: -4
Result of CCOC(=O)c1c(NC(=O)CC2CC3CCC2C3)sc2c1CCC2 (centres undefined) under mcGAS MS inh: -12
Result of CCSC1CCCCN(Cc2nc3ccccc3c(=O)[nH]2)C1 (centres undefined) under mcGAS MS inh: -6

The listing continues.
structure,mcGAS MS inh
COCCN(Cc1cccs1)C(=O)c1ccc2[nH]ccc2c1,-13
O=C(COc1ccccc1)NCC(=O)N1CCN(S(=O)(=O)c2ccc3c(c2)OCCO3)CC1,4
COCC(C)NC(=O)Nc1cc(C(=O)OC)cc(F)c1C (centres undefined),-6
Brc1ccc(COCc2ccccc2)cc1,-5
Cc1nc2c3ccccc3ncn2n1,-2
C=C(C)CN(C)C(=O)C12CC3CC(C)(CC(C)(C3)C1)C2,-15
O=C(Cn1c(CO)c[nH]c1=S)NCc1ccc(Cl)cc1,-4
CCC(=O)Nc1cccc(C(=O)N2CCCC2c2ccccn2)c1 (centres undefined),-1

A different layout for 2 compounds above:
COCC(C)NC(=O)Nc1cc(C(=O)OC)cc(F)c1C (centres undefined)
- mcGAS MS inh: -6

O=C(Cn1c(CO)c[nH]c1=S)NCc1ccc(Cl)cc1
- mcGAS MS inh: -4

Continued:
structure,mcGAS MS inh
Cc1cc(N2CCN(C(=O)CC3C(=O)NCCN3Cc3ccccc3F)CC2)cc(C)n1 (centres undefined),-6
Cc1nn(CC(C)C)c(C)c1CCC(=O)Nc1ccc(Br)cc1,-1
Cc1nc(SCC(=O)c2c(N)n(C)c(=O)n(C)c2=O)c2c3c(sc2n1)CCC3,-18
CCn1c(CCNC(=O)/C=C/c2cncc(F)c2)nc2ccccc21,5
COc1cccc(CCNC(=O)c2cc3n(n2)CCCNC3)c1OC,-1
CSc1nc(NCc2ccco2)c2sc3c(c2n1)COC(C)(C)C3,-10
CC(C)NC(=O)Cn1nc(C2CC2)c2cnn(-c3ccccc3)c2c1=O,-2
Cc1occc1-c1nnc(SCc2cc(=O)n3ccsc3n2)n1C,-8
CC(OC(=O)CSCc1ccc(Cl)c(Cl)c1)C(=O)NC(C)(C)C (centres undefined),-5
Cc1ccc(S(=O)(=O)NC2(C#N)CCC2)c(F)c1,-17
